Bioassay records deposited in PubChem by several laboratories.
PPARg SRC2 recr = PPARgamma-driven SRC-2 recruitment agonism; P37231; PPARgamma LBD-SRC-2 recruitment, biochemical; activation, % at 8 µM; 200,000 tested, 0.34% active; in the data active means activation above about 22%;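 further: 0% = vehicle and 100% = reference agonist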
Target sequence (P37231 whole entry, looked up, the tested form may be a part): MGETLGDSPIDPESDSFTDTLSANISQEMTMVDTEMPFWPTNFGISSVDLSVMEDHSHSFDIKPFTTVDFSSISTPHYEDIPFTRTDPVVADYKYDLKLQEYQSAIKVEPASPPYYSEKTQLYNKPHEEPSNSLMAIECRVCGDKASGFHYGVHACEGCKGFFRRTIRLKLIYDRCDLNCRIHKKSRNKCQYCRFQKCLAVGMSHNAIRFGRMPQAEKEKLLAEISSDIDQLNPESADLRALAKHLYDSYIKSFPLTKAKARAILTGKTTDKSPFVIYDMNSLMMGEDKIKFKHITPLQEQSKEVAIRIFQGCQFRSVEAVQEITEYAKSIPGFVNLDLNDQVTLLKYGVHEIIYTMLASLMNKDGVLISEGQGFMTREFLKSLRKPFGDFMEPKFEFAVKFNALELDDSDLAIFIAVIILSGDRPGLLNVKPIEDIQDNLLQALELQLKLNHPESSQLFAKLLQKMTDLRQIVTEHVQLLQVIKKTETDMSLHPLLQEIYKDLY
RAM inhibit = yeast RAM network inhibition; S. cerevisiae dse1pr::URA3 reporter, 5-FOA growth OD615, 2 d; analog-sensitive cbk1-as2 kinase mutant strain; AID 868; inhibition, % at 50 µM; 190,000 tested, 1.8% active;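 active means inhibition above a set limit, 3 SD over mean compound inhibition, cut at about 8.4% in these data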;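 further: 0% = DMSO-only wells with no growth and 100% = 10 µM 1-NA-PP1 full growth; inhibition rescues growth on 5-FOA so higher OD means more RAM inhibition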
PPARg SRC1 recr = agonists of human PPARgamma SRC-1 coactivator recruitment; P37231; AID 631; PPARgamma-SRC-1 coactivator recruitment biochemical assay; 200,000 tested, 0.41% active; activation, % at 8 µM; in the data active means activation above about 19%;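 further: 0% = DMSO and 100% = reference agonist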
PPARg SRC3 recr = promotes SRC-3 coactivator recruitment by human PPARgamma | biochemical PPARgamma/SRC-3 coactivator recruitment assay | activation, % at 8 µM | 200,000 tested, 0.26% active; in the data active means activation above about 23%;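 further: 0% = DMSO and 100% = reference agonist; some compounds past the cut are filed as inactive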
TLR4 MyD88 comp = TLR4-MyD88 interaction inhibition in cells; HeLa CL3-4 TLR4/MyD88 BLA complementation, FRET ratio; inhibition, % at 8.4 µM; 200,000 tested, 0.18% active; AID 861; in the data active means inhibition above about 25%;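 further: 0% = vehicle and 100% = reference inhibitor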
STAT3 act = increases IL-6 driven STAT3 reporter signal | U3A cells, IL-6 STAT3-luciferase reporter, luminescence; 100% = signal with IL-6 EC80 alone | activation (% of control), % at 5.6 µM | 190,000 tested, 0.91% active;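 active means activation above the screen-wide mean of compound activation plus 3 SD, cut at about 130% in these data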;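 further: 0% = background luminescence of wells with medium and substrate only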
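Material: STAT3-luciferase reporter U3A cells; Probe or stimulus: IL-6 (33 ng/mL); Incubation: compound pre-incubation 1 h before IL-6, then 6 h stimulation at 37 °C; Technique: luminescence from STAT3-driven luciferase reporter; Evaluation: % activation versus median of IL-6-stimulated wells; Controls: IL-6-only high control.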
ROMK mod = modulators of human ROMK potassium channel. P48048. Tet-inducible ROMK, thallium flux fluorescence; actives lie on both sides. B-score at 10 µM. 130,000 tested, 2% active;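 active means signal ratio slope over the read window, or its plate-corrected B-score, at least 3 SD from the plate mean, either direction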;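 further: B-score of the F/F0 ratio slope over 7 to 12 s after thallium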
STAT3 blocker = reduces IL-6 driven STAT3 reporter signal; U3A cells, IL-6 STAT3-luciferase reporter, luminescence; host cell line lacks STAT1; inhibition, % at 5.5 µM; 190,000 tested, 0.89% active; AID 862;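 active means inhibition above the mean inhibition across all screened compounds plus 3 SD, cut at about 44% in these data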;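 further: 0% = DMSO only wells and 100% = 100 µM nifuroxazide control wells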
TR-FRET SRC-2 ct = TR-FRET artefact, counter-screen to PPARgamma/SRC-2 agonist assay; active compounds read high; TR-FRET ratio at 8 µM; 200,000 tested, 0.4% active; AID 1049; in the data active means TR-FRET ratio above about 2000; further: inactives centre near 1500
S1P3 antagonist = blocks the human S1P3 receptor | CHO S1P3 NFAT-BLA reporter, FRET fluorescence, antagonist mode | Q99500 | inhibition, % at 4.98 µM | AID 485 | 170,000 tested, 0.27% active;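 active means inhibition above the plate cutoff, the mean inhibition of test wells on that plate plus 3 SD, cut at about 28% in these data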;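 further: cells challenged with S1P at its EC80 of 0.8 µM; blue over green emission ratio from cleaved BLA substrate after 4 h stimulation; 0% = S1P-stimulated wells and 100% = unstimulated DMSO-only wells; some compounds past the cut are filed as inactive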
Target sequence (Q99500 whole entry, looked up): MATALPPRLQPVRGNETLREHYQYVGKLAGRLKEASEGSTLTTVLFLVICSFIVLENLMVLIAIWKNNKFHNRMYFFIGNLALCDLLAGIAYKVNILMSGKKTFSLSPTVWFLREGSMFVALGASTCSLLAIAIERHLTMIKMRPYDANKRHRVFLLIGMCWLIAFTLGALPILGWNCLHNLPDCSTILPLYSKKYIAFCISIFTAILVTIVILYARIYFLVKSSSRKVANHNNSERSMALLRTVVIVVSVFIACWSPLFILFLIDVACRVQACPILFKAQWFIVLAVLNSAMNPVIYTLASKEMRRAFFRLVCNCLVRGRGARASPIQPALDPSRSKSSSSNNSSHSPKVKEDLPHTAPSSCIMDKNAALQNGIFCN
STAT1 inh = reduces IFN-gamma driven STAT1 reporter signal; NIH 3T3 STAT1-luciferase reporter, luminescence; inhibition, % at 5.5 µM; 200,000 tested, 0.35% active; AID 920;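 active means inhibition above a set limit, the mean inhibition across all tested compounds plus 3 SD, cut at about 34% in these data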;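 further: 0% = IFN-gamma with DMSO and 100% = IFN-gamma with 300 µM nifuroxazide; values of inactives mirror those of a sister screen read the other way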
* marks the source's active call; other numbers are inactive results; / = no result given.

SMILES	PPARg SRC2 recr	RAM inhibit	PPARg SRC1 recr	PPARg SRC3 recr	TLR4 MyD88 comp	STAT3 act	ROMK mod	STAT3 blocker	TR-FRET SRC-2 ct	S1P3 antagonist	STAT1 inh
CCOC(=O)c1c(-c2ccccc2)csc1NC(=O)CSc1nc(C)cc(C)n1	13	1.6	-1	5	-4	103	-0.24	-7	1682	18	5
C[C@H](CCC(=O)O)[C@H]1CC[C@H]2[C@@H]3C(=O)C[C@@H]4CC(=O)CC[C@]4(C)[C@H]3CC(=O)[C@]12C	1	0.0	9	-5	-18	106	/	-4	1342	-10	0
O=C(/C(=C(\O)c1ccccc1)c1ncc[nH]1)c1ccccc1	6	1.9	6	-4	2	104	1.4	-4	1614	5	-1
Cc1ccc(CNC(=O)Cn2cccc2C(=O)c2ccccc2C)cc1	7	4.6	6	5	18	104	-0.0085	0	1444	-7	-17
COc1ccc2c(Cl)c(C(=O)NC3CCS(=O)(=O)C3)sc2c1 (configuration not stated)	8	2.4	8	1	-1	102	/	4	1612	/	-11
O=S(=O)(Nc1nccs1)c1ccc(Cl)cc1	12	2.0	1	2	-2	108	-0.62	-3	1519	/	-2
COc1ccc(C(C(=O)NC2CCCCC2)N(C(=O)CCCC(=O)Nc2ccccn2)c2ccc3c(c2)OCCO3)cc1 (configuration not stated)	1	4.0	2	1	1	108	/	-7	1463	/	1
CCOC(=O)N1CCN(C(=O)CN(c2ccccc2OC)S(=O)(=O)c2ccc(OC)cc2)CC1	9	1.0	4	2	-5	96	0.7	12	1690	-16	10
COc1cc(CN2CCN(c3cccc(C)c3C)CC2)cc([N+](=O)[O-])c1O	0	2.2	-3	0	-3	107	0.093	-4	1404	-3	-1
Cc1ccc(S(=O)(=O)NCC(=O)OCC(=O)c2cc(C)n(-c3ccccc3)c2C)cc1	7	4.9	1	4	-10	103	0.75	-2	1598	-14	-7
N/C(=N\N=C\c1cccc(O)c1)c1nonc1N	3	-0.4	-2	-2	-6	49	0.77	63*	1478	-2	-7
COC(=O)c1ccc2[nH]c(C)cc(=O)c2c1	-3	2.3	8	-3	-3	99	-0.0075	6	1785	/	0
O/N=C/c1ccc(-c2cc(Cl)ccc2Cl)o1	3	4.3	0	3	1	91	/	13	1666	-6	0
Cc1cc(C)cc(OCC(=O)N(Cc2cccs2)C2CCS(=O)(=O)C2)c1 (configuration not stated)	3	3.2	12	3	3	105	-1.2	-2	1537	3	-3
O=C(COc1ccccc1)NNc1c2ccccc2nc2ccccc12	4	3.8	-4	12	8	111	/	-1	1640	/	6
CNC(=O)c1nn(-c2ccccc2)ccc1=O	2	1.5	-8	4	-10	100	/	5	1479	/	-3
Cc1ccc(-n2c(Cn3c(C)nc4ccccc43)n[nH]c2=S)cc1	-2	-0.4	2	-1	-1	98	0.082	0	1611	5	8
COC(=O)c1ccccc1NC(=O)c1ccc(-c2ccccc2F)o1	-1	4.0	3	-1	-7	97	/	8	1334	-19	-6
Cc1ccc(O)c(C(=O)c2cnc3c(c2)COc2ccc(C)cc2-3)c1	16	8.7*	-3	3	15	93	0.35	12	1709	/	3
COc1cccc(NC(=O)CNC(C)CCC(C)C)c1 (configuration not stated)	14	2.2	4	-6	0	106	/	-3	1555	-1	2
NS(=O)(=O)c1ccc(CNC(=S)NCc2ccc(Cl)cc2)cc1	-3	1.5	-1	-3	-6	98	/	6	1344	20	7
O=C1c2cccc3cccc(c23)C(=O)N1CCN1CCN(CC(O)COc2ccc3ccccc3c2)CC1 (configuration not stated)	5	8.2	2	3	6	80	/	25	1517	10	12
CCOC(=O)c1ccc(NS(C)(=O)=O)cc1	3	-0.3	0	5	3	108	-0.76	-10	1775	/	5
Cc1nn(C)c(C)c1CN(C)S(=O)(=O)c1ccc(F)cc1	11	-1.0	11	7	-12	82	-1.3	24	1650	/	16
Cn1nnnc1SCC(=O)N1CCN(c2ccc(Cl)cc2)CC1	9	1.3	3	-14	14	94	-0.98	11	1459	-9	8
Cc1ccc(C)n1-c1ccc2c(c1)COC2=O	4	1.4	5	1	0	107	-1	-5	1530	-2	0
CCOC(=O)/C(C#N)=C/c1ccc(OCC(=O)Nc2ccc(OC)cc2)c(OC)c1	7	1.9	8	5	15	106	/	-2	1589	/	-4
Cc1cc(SCC(=O)N/N=C/c2ccc(O)c(O)c2)c(C)cc1Br	-1	5.9	-5	7	-2	88	-0.35	16	1439	/	3
NC(=O)COC(=O)CNC(=O)c1cc(Cl)cc([N+](=O)[O-])c1	12	1.5	11	6	3	94	0.5	11	1853	-12	3
CCC(N=c1cc(-c2ccc(OC)c(OC)c2)oc2ccc(C)cc12)C(=O)O (configuration not stated)	-1	1.6	1	-4	-9	99	0.13	-1	1549	-6	1
O=C(C1=C[C@@H](C2CC2)C[C@@H](OCc2ccc(CO)cc2)O1)N1CCN(Cc2ccc3c(c2)OCO3)CC1	8	-0.2	4	7	-4	/	/	/	1427	3	10
O=C(c1cccc(S(=O)(=O)N2CCOCC2)c1)N1CCCCCC1	5	-0.6	7	14	-11	97	/	6	1631	-3	1
CCOC(=O)c1ccc2c(c1)nc(C1CCN(S(=O)(=O)c3cccs3)CC1)n2CC	2	0.2	4	-3	-4	90	/	14	1682	-21	6
CC(C)c1nc(SCC(=O)N2CCc3ccccc32)n[nH]1	1	0.5	5	1	-8	89	-0.72	17	1493	12	-20
CCC(C)(C(=O)NC1CCCCC1)N(C(=O)Cc1cccs1)c1ccccc1 (configuration not stated)	-4	0.7	-6	1	-4	110	0.23	-2	1227	-2	-6
Cc1oc2c(c(=O)c1C)C(=O)CC(c1ccccc1)C2 (configuration not stated)	7	-0.1	7	1	3	102	0.15	2	1588	-9	-7
CN(C1CCCC1)C1CCN(C(=O)CNC(=O)/C=C/c2ccccc2)CC1	6	0.7	9	1	-11	102	0.54	1	1521	1	1
Cc1c(NC(=O)c2cccc(S(=O)(=O)N3CCOCC3)c2)c(=O)n(-c2ccccc2)n1C	3	1.0	13	12	4	101	/	2	1864	7	6
CC(=O)NCN1CCN(CNC(C)=O)CC1	-5	0.5	-4	-6	4	106	/	-3	1552	-2	-6
CCOC(=O)c1c(C)[nH]c(C(=O)CN2C(=O)NC(CC)(c3ccccc3)C2=O)c1C (configuration not stated)	14	4.4	5	12	4	97	-0.8	8	1482	3	1
Cc1cc(C)c(S(=O)(=O)N2CCOC2CNC(=O)C(=O)NCc2ccco2)c(C)c1 (configuration not stated)	3	-0.7	0	0	1	107	-1.3	-8	1382	-15	-9
N#CC1(c2ccccc2)CCC(=NO)CC1 (configuration not stated)	-1	1.4	-2	-8	-4	99	-1.4	-1	1483	/	9
COc1cc2c(cc1/C=C1/NC(=O)N(CC(=O)Nc3ccccc3)C1=O)OCO2	-7	1.8	3	6	13	97	-0.12	7	1470	0	2
COc1cccc(C2=NOC(C(=O)N3CCOCC3)C2)c1 (configuration not stated)	-6	0.8	10	-6	4	108	/	-4	1474	-6	-36
Cc1cccc(C)c1NC(=O)C1=C(O)c2sccc2N(C)S1(=O)=O	10	0.5	6	0	8	101	0.57	7	1625	2	1
COc1ccc(OC)c(N2C(=O)[C@@H]3C(c4ccccc4Cl)=NO[C@@H]3C2=O)c1	-1	3.3	-4	-2	2	108	/	-4	1623	17	-4
CC(=O)Nc1ccc(NC(=O)/C(Cl)=C/c2ccccc2)cc1	2	2.7	5	21	-9	95	/	10	1860	/	-26
CC(=O)c1cccc(NC(=O)C2CCN(S(=O)(=O)c3cccs3)CC2)c1	0	1.1	6	-1	6	96	0.091	1	1445	/	5
O=C(c1ccc(N2CCNCC2)cc1)c1cccnc1	4	-0.3	1	0	-5	100	/	1	1600	-6	-1
CCCCN1C(=O)/C(=C(/C#N)C(N)=O)c2ccccc21	-2	-0.8	3	0	1	105	/	-2	1593	4	-6
CC1CN/C(=C\C(=O)c2ccc(Cl)cc2)C(=O)N1 (configuration not stated)	1	-0.2	-9	0	-4	77	/	31	1327	/	-27
CNC(=O)CSc1cnc2ccccc2n1	2	-0.6	0	-1	10	117	0.96	-11	1673	-18	1
Cc1ccc(CN2CCN(C/C=C/c3ccc(F)cc3)CC2CCO)o1 (configuration not stated)	-8	-0.9	-2	3	-11	101	0.054	3	1385	-17	0

In the list so far, these contain a halogen.
SMILES	PPARg SRC2 recr	RAM inhibit	PPARg SRC1 recr	PPARg SRC3 recr	TLR4 MyD88 comp	STAT3 act	ROMK mod	STAT3 blocker	TR-FRET SRC-2 ct	S1P3 antagonist	STAT1 inh
COc1ccc2c(Cl)c(C(=O)NC3CCS(=O)(=O)C3)sc2c1 (configuration not stated)	8	2.4	8	1	-1	102	/	4	1612	/	-11
O=S(=O)(Nc1nccs1)c1ccc(Cl)cc1	12	2.0	1	2	-2	108	-0.62	-3	1519	/	-2
O/N=C/c1ccc(-c2cc(Cl)ccc2Cl)o1	3	4.3	0	3	1	91	/	13	1666	-6	0
COC(=O)c1ccccc1NC(=O)c1ccc(-c2ccccc2F)o1	-1	4.0	3	-1	-7	97	/	8	1334	-19	-6
NS(=O)(=O)c1ccc(CNC(=S)NCc2ccc(Cl)cc2)cc1	-3	1.5	-1	-3	-6	98	/	6	1344	20	7
Cc1nn(C)c(C)c1CN(C)S(=O)(=O)c1ccc(F)cc1	11	-1.0	11	7	-12	82	-1.3	24	1650	/	16
Cn1nnnc1SCC(=O)N1CCN(c2ccc(Cl)cc2)CC1	9	1.3	3	-14	14	94	-0.98	11	1459	-9	8
Cc1cc(SCC(=O)N/N=C/c2ccc(O)c(O)c2)c(C)cc1Br	-1	5.9	-5	7	-2	88	-0.35	16	1439	/	3
NC(=O)COC(=O)CNC(=O)c1cc(Cl)cc([N+](=O)[O-])c1	12	1.5	11	6	3	94	0.5	11	1853	-12	3
COc1ccc(OC)c(N2C(=O)[C@@H]3C(c4ccccc4Cl)=NO[C@@H]3C2=O)c1	-1	3.3	-4	-2	2	108	/	-4	1623	17	-4
CC(=O)Nc1ccc(NC(=O)/C(Cl)=C/c2ccccc2)cc1	2	2.7	5	21	-9	95	/	10	1860	/	-26
CC1CN/C(=C\C(=O)c2ccc(Cl)cc2)C(=O)N1 (configuration not stated)	1	-0.2	-9	0	-4	77	/	31	1327	/	-27
Cc1ccc(CN2CCN(C/C=C/c3ccc(F)cc3)CC2CCO)o1 (configuration not stated)	-8	-0.9	-2	3	-11	101	0.054	3	1385	-17	0
